Screening data as filed in PubChem BioAssay.
EPAC1 antag = blocks human EPAC1 exchange factor; O95398; EPAC1 GEF assay, Rap1b-BODIPY-GDP exchange fluorescence; Potency, µM (top dose mostly 115 µM), for the others: top-dose activity change, negative = inhibition, hits mostly inhibitors; 360,000 compounds, 0.14% hits;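 further: potency means the concentration at half of the fitted maximal effect; plate controls were vehicle for no effect and positive control for full effect; nearly all actives have a fitted effect of over 50% in size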
PI5P4K alpha inh = blocks human PI5P4K alpha kinase activity. 330,000 compounds, 1.2% hits. max response, %. PI5P4Kalpha enzyme, ADP-Glo luminescence, 60 min; stronger effect = lower value. P48426; active means max response of -50% or lower; inconclusive means between -30% and -50%; inactive means -30% or higher; further: value at the top dose of about 77 µM; on the % scale 0 is the no-effect control and ±100 the full control effect
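Single end-point luminescence (ADP-Glo) quantified ADP from PI5P4Kalpha turnover; ATP 5 microM final, 1 h at RT, 0.1% CHAPS and 0.28 mM EGTA in HEPES pH 7.4.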
PLK1 PBD block = PLK1 (human) polo-box domain binding inhibition | P53350 | Plk1 PBD binding of FITC phosphopeptide, fluorescence polarization | Potency, µM, for inactives: max response, negative = inhibition, usual class: inhibitors | 360,000 compounds, 2.8% hits; further: potency means the concentration at half of the fitted maximal effect; series mostly up to about 57 µM; on the % scale 0 is the no-effect control and ±100 the full control effect; nearly all actives have a fitted effect of over 65% in size
Abeta rescue = restores growth of yeast expressing A-beta42 peptide; yeast expressing A-beta42, growth rescue, OD600, 48 h; response scale: 0% DMSO, 100% iron-clioquinol control; Potency, µM (highest dose often 46.1 µM), for the others: at the top dose growth rescue, hits mostly activators; 410,000 compounds, 0.063% hits; further: potency means the concentration at half of the fitted maximal effect; nearly all actives have a fitted effect of over 55% in size
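Growth rescue measured by 600 nm absorbance after 48 h yeast culture at 30 C with compound. Values normalized between DMSO and an equimolar ferric chloride plus clioquinol control.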
IL2 activator = IL-2 activation; IL-2 activation reporter assay, cell-based qHTS; stimulated with anti-CD3/CD4/CD28 beads; in transgenic mouse T cells; activation, % (series mostly up to about 46 µM); 360,000 compounds, 0.065% hits; in the data active means activation above about 50%; inconclusive means mostly about 30% to 49%; further: 0% is about no effect
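Unstimulated transgenic mouse T cells; 60-min compound exposure; bead-based TCR/CD4/CD28 stimulation; 18 h culture, 37 degrees C; dual fluorescence (EGFP, DsRed) plate cytometry.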
WRN inhibitor = inhibitors of human WRN helicase; Q14191; WRN helicase unwinding, fluorescent forked duplex, kinetic; Potency, µM (top dose mostly 114 µM), for the others: at the top dose activity change, negative = inhibition, usual class: inhibitors; 360,000 compounds, 0.46% hits; further: potency means the concentration at half of the fitted maximal effect; on the % scale 0 is the no-effect control and ±100 the full control effect; nearly all actives have a fitted effect of over 55% in size
Target sequence (Q14191 whole entry, looked up): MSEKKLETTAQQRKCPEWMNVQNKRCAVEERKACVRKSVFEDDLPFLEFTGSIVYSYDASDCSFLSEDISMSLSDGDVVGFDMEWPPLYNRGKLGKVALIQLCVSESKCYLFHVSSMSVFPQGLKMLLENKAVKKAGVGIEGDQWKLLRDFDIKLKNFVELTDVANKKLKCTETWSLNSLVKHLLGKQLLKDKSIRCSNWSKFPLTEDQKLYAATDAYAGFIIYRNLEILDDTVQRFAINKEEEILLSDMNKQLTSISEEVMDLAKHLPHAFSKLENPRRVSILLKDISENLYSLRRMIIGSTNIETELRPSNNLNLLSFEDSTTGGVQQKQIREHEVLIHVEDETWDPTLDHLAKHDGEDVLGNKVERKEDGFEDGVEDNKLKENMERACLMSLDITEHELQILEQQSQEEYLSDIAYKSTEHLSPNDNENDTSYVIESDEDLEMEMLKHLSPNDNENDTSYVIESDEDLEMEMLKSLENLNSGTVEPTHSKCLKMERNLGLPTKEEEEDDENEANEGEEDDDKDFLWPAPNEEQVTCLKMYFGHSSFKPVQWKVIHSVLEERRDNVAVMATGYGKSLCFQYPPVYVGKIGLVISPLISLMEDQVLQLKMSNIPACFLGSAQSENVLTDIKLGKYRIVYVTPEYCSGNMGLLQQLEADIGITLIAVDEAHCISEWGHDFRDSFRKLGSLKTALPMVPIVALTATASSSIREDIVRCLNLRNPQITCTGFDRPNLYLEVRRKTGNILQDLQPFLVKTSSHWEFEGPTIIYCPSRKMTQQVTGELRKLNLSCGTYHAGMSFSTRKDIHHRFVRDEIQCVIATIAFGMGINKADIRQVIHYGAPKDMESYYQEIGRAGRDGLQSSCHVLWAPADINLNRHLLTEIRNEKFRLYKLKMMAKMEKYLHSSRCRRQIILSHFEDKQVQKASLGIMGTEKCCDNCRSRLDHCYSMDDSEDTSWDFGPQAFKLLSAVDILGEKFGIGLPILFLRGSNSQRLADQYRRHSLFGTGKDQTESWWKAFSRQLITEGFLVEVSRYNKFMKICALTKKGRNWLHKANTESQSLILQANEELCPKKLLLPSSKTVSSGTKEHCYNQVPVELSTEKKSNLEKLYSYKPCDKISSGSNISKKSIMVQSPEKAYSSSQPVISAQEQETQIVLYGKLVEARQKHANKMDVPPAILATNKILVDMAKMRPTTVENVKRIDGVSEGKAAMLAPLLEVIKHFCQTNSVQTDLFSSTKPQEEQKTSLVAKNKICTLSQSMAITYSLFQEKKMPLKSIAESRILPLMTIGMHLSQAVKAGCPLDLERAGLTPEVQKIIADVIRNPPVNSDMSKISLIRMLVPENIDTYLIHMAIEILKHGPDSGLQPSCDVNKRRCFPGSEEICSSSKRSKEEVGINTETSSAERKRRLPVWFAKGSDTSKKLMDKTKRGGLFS
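Kinetic red-fluorescence monitoring (525/598 nm) tracks WRN helicase activity after 100 nM fluorophore-quencher forked duplex and 2 mM ATP are added to 20 nM enzyme pretreated 15 min at room temperature with compound.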
aSyn rescue = inhibitors of alpha-synuclein toxicity in yeast; AID 652106; Potency, µM (highest dose often 46.1 µM), for inactives: top-dose growth rescue (activation), actives largely listed as activators; 370,000 compounds, 0.14% hits; Yeast expressing alpha-synuclein, growth rescue, BacTiter-Glo, 24 h; further: potency means the concentration at half of the fitted maximal effect; % of control where 0% means no effect; nearly all actives have a fitted effect of over 65% in size
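Galactose-induced alpha-syn yeast (OD600=0.02, raffinose-pregrown) + pinned cpd, 24 hr, 30 deg C; growth by BacTiter-Glo luminescence. Growth restoration scores as activation.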
FUS suppressor = rescues growth of FUS-expressing yeast | Potency, µM (highest dose often 76.6 µM), for inactives: at the highest dose growth rescue (activation), most hits filed as activators | S. cerevisiae FUS-expressing, growth rescue, OD600, 24 h | 390,000 compounds, 0.24% hits | AID 1347120;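 further: potency means the concentration at half of the fitted maximal effect; plate controls were DMSO vehicle for no effect and reference control for full effect; nearly all actives have a fitted effect of over 55% in size; some results filed as inactive show a strong effect at the top dose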
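Steps: raffinose overnight preculture; dilution to OD 0.005 in 2% galactose minimal medium; compound addition (concentration series); 24hr at 30C, 99% humidity; absorbance read at 600 nm.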
EPAC1 ag = activates human EPAC1 exchange factor. Potency, µM (titrated, usually from 154 µM), for the others: top-dose activation, actives largely listed as activators. AID 720707. 360,000 compounds, 0.073% hits. EPAC1 agonist qHTS, biochemical assay; response scale: 100% = response to 6.5 mM cAMP; further: potency means the concentration at half of the fitted maximal effect; nearly all actives have a fitted effect of over 60% in size
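Nucleotide exchange assay: 100 nM EPAC1 with 250 nM Rap1B loaded with BODIPY-GDP and 50 uM GDP, room temperature. Fluorescence (480/540 nm) read every 5 min for 30 min; signal change normalized to 6.5 mM cAMP as full agonist.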
Active calls of the source: *; ? = inconclusive; . = not tested or not shown. Unless noted, the call rests on the fitted dose curve; in most records, active means well fitted curve in the direction sought with a large enough effect; inconclusive means small, poorly fitted or top-dose-only effect, or another doubt; inactive means no such curve, though single readings can be large; an effect the other way counts as inactive or inconclusive. This is a random part of the collection; 4.1% or so of the library scored in one or more.

mol	FUS suppressor	Abeta rescue	IL2 activator	PI5P4K alpha inh	EPAC1 ag	PLK1 PBD block	WRN inhibitor	aSyn rescue	EPAC1 antag
COC(=O)[C@@]12C[C@@H](CC(=O)N3CCN(C(=O)C4CC4)CC3)C(=O)N(CCc3ccc(OC)c(OC)c3)C1=CCC(C)(C)C2	29%	-5%	0.0	-3	2%	3%	-3%	0%	6%
CC1=CC(C)(C)N(C(=O)c2ccccc2)c2ccccc21	15%	14%	-1.8	5	11%	-1%	2%	1%	-6%
CC(C)CCNC(=O)CN(C(=O)CCC(=O)Nc1ccccn1)c1ccc2c(c1)OCO2	?	-7%	-0.5	2	-5%	-2%	-15%	-13%	5%
O=c1ccc(-c2ccc(S(=O)(=O)Nc3ccc(F)cc3)o2)n[nH]1	24%	-12%	-2.6	-6	-1%	-9%	-1%	0%	8%
COc1ccc(CC(=O)OCC(=O)Nc2ccc3c(c2)OCCO3)cc1OC	.	-14%	0.0	-2	-1%	0%	14%	-10%	9%
COc1ccc(-c2cc(C(=O)NC3CCCC3)c3ccccc3n2)cc1OC	24%	10%	-0.6	-3	9%	-17%	8%	0%	-1%
COc1ccc(NS(=O)(=O)c2csc(C(N)=O)c2)cc1	-3%	8%	0.0	-4	2%	-15%	2%	2%	4%
COc1ccc(N(CC(=O)Nc2ccccc2F)S(=O)(=O)c2ccc(OC)c(OC)c2)cc1	39%	1%	-0.1	3	6%	4%	1%	0%	-14%
CCN(CCn1cccn1)C(=O)CC1C(=O)NCCN1Cc1ccc(F)cc1 (stereo not drawn)	31%	0%	1.0	-2	11%	-22%	-3%	-4%	-9%
CC(=O)c1ccc(N(C(=O)CNC(=O)c2ccco2)C(C(=O)NC2CCCC2)c2cccnc2)cc1 (stereo not drawn)	4%	-9%	0.6	12	-3%	-3%	7%	1%	-3%
CCCCN(C(=O)CCC(=O)Nc1cc(C)on1)C(C(=O)NC1CCCC1)c1cccc(OC)c1 (stereo not drawn)	30%	3%	0.6	3	1%	-10%	-2%	-1%	6%
CCCCn1c(=NC(=O)c2ccco2)c(C(=O)OCC)cc2c(=O)n3ccccc3nc21	3%	-3%	0.1	-2	2%	-2%	6%	8%	5%

Part of the list above in another layout:
Results follow in this order: FUS suppressor	Abeta rescue	IL2 activator	PI5P4K alpha inh	EPAC1 ag	PLK1 PBD block	WRN inhibitor	aSyn rescue	EPAC1 antag
> COc1ccc(-c2cc(C(=O)NC3CCCC3)c3ccccc3n2)cc1OC
→ 24%	10%	-0.6	-3	9%	-17%	8%	0%	-1%
> COc1ccc(NS(=O)(=O)c2csc(C(N)=O)c2)cc1
→ -3%	8%	0.0	-4	2%	-15%	2%	2%	4%
> COc1ccc(N(CC(=O)Nc2ccccc2F)S(=O)(=O)c2ccc(OC)c(OC)c2)cc1
→ 39%	1%	-0.1	3	6%	4%	1%	0%	-14%
> CCN(CCn1cccn1)C(=O)CC1C(=O)NCCN1Cc1ccc(F)cc1 (stereo not drawn)
→ 31%	0%	1.0	-2	11%	-22%	-3%	-4%	-9%
> CC(=O)c1ccc(N(C(=O)CNC(=O)c2ccco2)C(C(=O)NC2CCCC2)c2cccnc2)cc1 (stereo not drawn)
→ 4%	-9%	0.6	12	-3%	-3%	7%	1%	-3%
> CCCCN(C(=O)CCC(=O)Nc1cc(C)on1)C(C(=O)NC1CCCC1)c1cccc(OC)c1 (stereo not drawn)
→ 30%	3%	0.6	3	1%	-10%	-2%	-1%	6%
> CCCCn1c(=NC(=O)c2ccco2)c(C(=O)OCC)cc2c(=O)n3ccccc3nc21
→ 3%	-3%	0.1	-2	2%	-2%	6%	8%	5%

Other records follow:
mol	FUS suppressor	Abeta rescue	IL2 activator	PI5P4K alpha inh	EPAC1 ag	PLK1 PBD block	WRN inhibitor	aSyn rescue	EPAC1 antag
Cc1ccc(NCC(=O)Nc2cccc(F)c2)cc1S(=O)(=O)N1CCCCCC1	26%	6%	-5.9	19	-6%	-5%	-15%	?	?
COc1cc(/C=C2\N=C(c3ccccc3)NNC2=O)cc(OC)c1OC	24%	4%	-2.4	-2	7%	-3%	-2%	2%	10%
Cc1ccc(CS(=O)(=O)Cc2ccc(C(=O)NCc3ccco3)o2)cc1	11%	21%	-0.8	.	3%	-7%	2%	11%	14%
CCCc1cc(=O)n2[nH]c(-c3ccc(OC)cc3)nc2n1	-4%	2%	-0.6	-27	10%	0%	9%	-1%	10%
Fc1ccc2c(c1)Sc1ccc(Cl)cc1CC2N1CCN(CCC2OCCO2)CC1 (stereo not drawn)	31%	14%	-0.6	-5	10%	-6%	-5%	7%	-1%
Cc1cc(=O)oc(C)c1C(=O)OC(C(=O)c1ccccc1)c1ccccc1 (stereo not drawn)	.	-1%	-0.2	5	6%	-2%	-8%	4%	-10%
CCc1nnc(NC(=O)CSc2nc3ccc(OC)cc3[nH]2)s1	4%	-6%	-2.4	4	-13%	-17%	17%	-5%	-19%
C=CCn1c(SCn2nnc3ccccc3c2=O)nc2scc(-c3cccs3)c2c1=O	8%	3%	-0.6	.	13%	1%	-13%	?	-3%
CC12CCC(C(=O)NCC3CCCO3)(OC1=O)C2(C)C (stereo not drawn)	-16%	2%	1.3	0	-1%	0%	-6%	-2%	1%
O=C(CNC(=O)c1ccc(F)cc1)N/N=C/c1ccc(O)c([N+](=O)[O-])c1	.	-4%	-1.9	-65*	-7%	4%	-23%	9%	-3%
CC(C)N1CC2=C(C1=O)C(c1ccc(O)cc1)NC(=O)N2C (stereo not drawn)	-16%	0%	2.1	4	-11%	5%	13%	0%	18%
O=C(Cn1nnc(-c2ccccc2)n1)NCc1ccccc1	-20%	6%	1.0	.	4%	-1%	-7%	-4%	8%

A run of entries of the results above:
mol	FUS suppressor	Abeta rescue	IL2 activator	PI5P4K alpha inh	EPAC1 ag	PLK1 PBD block	WRN inhibitor	aSyn rescue	EPAC1 antag
Cc1ccc(NCC(=O)Nc2cccc(F)c2)cc1S(=O)(=O)N1CCCCCC1	26%	6%	-5.9	19	-6%	-5%	-15%	?	?
COc1cc(/C=C2\N=C(c3ccccc3)NNC2=O)cc(OC)c1OC	24%	4%	-2.4	-2	7%	-3%	-2%	2%	10%

(more compounds)
mol	FUS suppressor	Abeta rescue	IL2 activator	PI5P4K alpha inh	EPAC1 ag	PLK1 PBD block	WRN inhibitor	aSyn rescue	EPAC1 antag
CNC(=O)CN(Cc1ccccc1)S(=O)(=O)c1ccccc1	16%	13%	2.7	.	1%	-1%	0%	-1%	12%
CCCn1nnc(NC(=O)c2cccc(OCc3ccccc3)c2)n1	34%	11%	-2.8	1	-6%	-12%	-7%	-2%	-3%
Cc1cc(F)ccc1NC(=O)c1cc(S(=O)(=O)N2CCCC2)cn1C	-23%	-4%	-1.5	-16	11%	-6%	-2%	-8%	-16%
CCCCC(C(=O)NC(C)(C)C)N(Cc1ccco1)C(=O)c1snc(C(N)=O)c1N (stereo not drawn)	31%	-5%	1.3	2	4%	-3%	5%	2%	4%
Cc1ccc2c(c1)N(C(=O)CCC(=O)NCc1cccc(Cl)c1)CC(C)O2 (stereo not drawn)	14%	7%	-1.6	16	1%	-8%	2%	-6%	1%
COc1ccc2c(=O)c(-c3nc(C)cs3)coc2c1	14%	-13%	1.9	0	5%	-5%	1%	1%	-3%
O=C(Nc1nc2ccccc2s1)c1ccc2c(c1)OCO2	10%	-31%	0.0	-11	-13%	-2%	1%	-20%	5%
CCOC(=O)N1CCC(NC(=O)C2CCN(c3ccc(N4CCOCC4)nn3)CC2)CC1	11%	3%	-2.3	.	0%	-3%	9%	3%	12%
C[C@@H]1CCCCCCCCC(=O)OCCN(C(=O)OC(C)(C)C)[C@H](C)CCCCCCCCC(=O)OCCN(C(=O)OC(C)(C)C)[C@H](C)CCCCCCCCC(=O)OCCN1C(=O)OC(C)(C)C	12%	6%	0.2	4	-7%	-4%	7%	2%	7%
O=C(/C=C/c1ccc2c(c1)S(=O)(=O)N(Cc1ccccc1)[C@H]2CC(=O)N1CCOCC1)N1CCOCC1	9%	0%	4.7	0	7%	?	-2%	4%	0%
S=c1[nH]nc(-c2ccc(Cl)cc2Cl)n1-c1ccc(Cl)cc1	10%	?	-0.1	-5	-1%	?	9%	14%	-30%
O=C(O)c1cc([N+](=O)[O-])ccc1N1CCCCC1	.	-1%	-0.3	1	1%	-22%	0%	2%	-13%
O=C(COc1ccc(Br)cc1Cl)N1CCN(c2ccccn2)CC1	13%	-4%	-1.8	20	10%	-4%	1%	0%	6%
Cc1ccc(S(=O)(=O)Nc2ccccc2C(O)c2ccccc2)cc1 (stereo not drawn)	25%	19%	-6.4	-6	2%	-12%	-7%	11%	-25%
COc1ccc(NC(=O)Nc2ccc(C)cc2Br)c(OC)c1	-3%	10%	-1.0	5	12%	-25%	17%	-6%	-10%
CC(C)n1c(-c2ccc(C(C)(C)C)cc2)n[nH]c1=S	25%	10%	-2.2	.	3%	-9%	9%	8%	2%
O=C(NCCCN1CCOCC1)C(=O)NCC1OCCN1S(=O)(=O)c1ccc(F)cc1 (stereo not drawn)	-2%	-7%	2.3	-7	0%	-4%	-3%	0%	12%
Cc1ccc(N2CCCC2=O)cc1S(=O)(=O)N1CCOCC1	5%	-13%	-0.8	-3	-9%	2%	10%	-4%	0%
Cc1ccc(NC(=S)NN(C)c2nc(C)cnc2C)cc1	.	-5%	-2.3	-6	2%	-6%	-18%	0%	-9%
COc1cc(/C(C)=N/NC(=O)C(O)(c2ccccc2)c2ccccc2)ccc1O	26%	-1%	0.1	-13	10%	-22%	?	-7%	0%
OC1(c2ccc(OC(F)F)cc2)CSC(=Nc2cccnc2)N1Cc1ccco1 (stereo not drawn)	18%	-17%	-3.0	-3	-3%	0%	-2%	-8%	-5%
CC1CCCCN1S(=O)(=O)c1ccc2[nH]c(=O)cc(C(=O)NCCCN3CCCCCC3)c2c1 (stereo not drawn)	10%	-1%	-1.1	-2	-1%	-17%	-1%	-1%	11%
